# MEKK2mut PB1 HTS – signal of MEK5 binding to mutant human MEKK2 PB1 domain. bead flow cytometry, Alexa488-MEK5 binding to MEKK2 mutant. percent response, % at 10 µM. 0.35% of 290,000 active; in the data active = percent response above about 24%, passing the limit was not always enough; note: inactives centre near 1; some results filed as inactive read as strong as hits; reference of the scale not given here
# OXTR ag – human OXTR agonism; P30559; AID 2435; 0.32% of 320,000 active; CHO-OTR cells, Fluo-8 calcium fluorescence; normalized: DMSO 0%, oxytocin 100%; activation, % at 3 µM;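 active = activation above the mean of all tested compounds plus 3 SD, cutoff set per screening run, cut at about 20% in these data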;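 note: peak over basal fluorescence ratio from a 100 s FLIPR kinetic read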
# Target sequence (P30559 whole entry, looked up): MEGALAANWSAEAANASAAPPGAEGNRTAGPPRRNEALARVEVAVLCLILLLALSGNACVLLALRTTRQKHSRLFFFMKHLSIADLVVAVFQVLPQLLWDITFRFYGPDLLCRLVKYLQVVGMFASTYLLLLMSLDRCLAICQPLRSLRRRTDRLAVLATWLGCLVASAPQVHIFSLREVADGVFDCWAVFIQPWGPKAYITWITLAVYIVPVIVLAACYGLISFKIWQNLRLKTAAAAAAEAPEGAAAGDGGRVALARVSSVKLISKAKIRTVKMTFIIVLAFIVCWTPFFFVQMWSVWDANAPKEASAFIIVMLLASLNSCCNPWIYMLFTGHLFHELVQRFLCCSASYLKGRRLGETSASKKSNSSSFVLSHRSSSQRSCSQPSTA
# PHOSPHO1 block – PHOSPHO1 (human) inhibition; inhibition, % at 13.3 µM; 1.1% of 290,000 active; Q8TCT1; recombinant PHOSPHO1, absorbance phosphatase assay; in the data active = inhibition above about 60%
# V1aR counter – V1a receptor agonism, counter-screen for OXTR agonists | P37288 | CHO-V1R cells, Fluo-8 calcium fluorescence, agonist mode; 0% DMSO, 100% 3 nM vasopressin | activation, % at 3 µM | 0.25% of 320,000 active | AID 2797;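 active = activation above the mean activation of all tested compounds plus 3 SD, per screening run, cut at about 20% in these data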;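 note: signal is peak over basal fluorescence ratio across a 100 second FLIPR read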
# Target sequence (P37288 whole entry, looked up): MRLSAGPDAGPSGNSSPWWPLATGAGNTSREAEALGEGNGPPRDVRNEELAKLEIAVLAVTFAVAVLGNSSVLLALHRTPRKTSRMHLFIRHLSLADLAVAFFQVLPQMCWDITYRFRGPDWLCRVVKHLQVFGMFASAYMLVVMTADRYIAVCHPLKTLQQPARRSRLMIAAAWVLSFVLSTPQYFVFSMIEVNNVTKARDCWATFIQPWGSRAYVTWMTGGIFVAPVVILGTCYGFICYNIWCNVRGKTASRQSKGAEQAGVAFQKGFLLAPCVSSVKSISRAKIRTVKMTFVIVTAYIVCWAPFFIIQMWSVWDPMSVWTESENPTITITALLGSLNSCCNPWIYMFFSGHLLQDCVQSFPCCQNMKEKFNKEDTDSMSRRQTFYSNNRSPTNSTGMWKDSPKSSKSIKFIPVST
# GalR3 antag – antagonists of human GalR3. HEK293 GalR3-CNG cAMP membrane potential fluorescence; galR3 body fused to GalR1 C-terminus. inhibition, % at 3 µM. 0.44% of 360,000 active. AID 651719. O60755;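 active = inhibition above the screen-wide average plus 3 SD, cut at about 13% in these data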;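 note: forskolin and galanin both at EC90 stimulate the cells; cAMP rise reported by CNG channel membrane potential dye signal; 0% = forskolin plus galanin with DMSO and 100% = forskolin alone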
# Target sequence (O60755 1-299 limits assumed): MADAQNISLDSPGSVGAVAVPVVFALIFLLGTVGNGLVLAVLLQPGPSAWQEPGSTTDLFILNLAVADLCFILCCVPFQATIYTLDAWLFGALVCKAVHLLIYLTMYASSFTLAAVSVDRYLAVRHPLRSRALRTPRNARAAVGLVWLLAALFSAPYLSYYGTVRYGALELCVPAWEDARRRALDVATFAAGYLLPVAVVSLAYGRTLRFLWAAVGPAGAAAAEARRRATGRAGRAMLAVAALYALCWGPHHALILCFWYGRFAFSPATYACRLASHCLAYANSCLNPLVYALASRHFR
# NALP1 yeast inh – inhibitors of NALP1 inflammasome in yeast | 0.61% of 280,000 active | inhibition, % at 10 µM | S. cerevisiae NALP1/ASC/caspase-1 growth, X-gal OD620, 72 h; in the data active = inhibition mostly above about 24%, no sharp cut-off; inactive = mostly below about 32%; note: some compounds called inactive have numbers as strong as hits
# GPR7 antagonist – antagonists of human GPR7 (neuropeptides B/W receptor 1); GPR7-expressing cells, fluorescence antagonist assay; 1.1% of 290,000 active; P48145; AID 1861; inhibition, % at 4.4 µM; in the data active = inhibition above about 16%, passing the limit was not always enough;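 note: cells stimulated with the agonist NPW; 0% = agonist with vehicle and 100% = vehicle without agonist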
# MEKK3 PB1 HTS – modulators (inhibitors or enhancers) of MEK5 binding to human MEKK3 PB1 domain. 1.4% of 290,000 active. AID 1529. bead-based flow cytometry, Alexa488-MEK5 binding to MEKK3; actives lie on both sides; 0 = blocked by unlabeled MEK5, 100 = vehicle. binding response (% of control), % at 10 µM;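 active = binding response more than 3 SD above or below the average of its plate-row segment, actives on both sides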;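 note: Alexa488 bead fluorescence after subtracting the streptavidin-only scavenger bead signal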
# MEKK2wt PB1 HTS – raises or lowers MEK5 binding to wildtype human MEKK2 PB1 domain; Q9Y2U5; binding response (% of control), % at 10 µM; bead flow cytometry, Alexa488-MEK5 binding to MEKK2 WT; actives lie on both sides; AID 1531; 1.1% of 290,000 active; in the data active = binding response below about 67% or above about 130%
# The depositor's hits bear a star; · = no result given; & = joins results of further samples; [ ] = dose if it differs, or a comment.
SMILES,MEKK2mut PB1 HTS,OXTR ag,PHOSPHO1 block,V1aR counter,GalR3 antag,NALP1 yeast inh,GPR7 antagonist,MEKK3 PB1 HTS,MEKK2wt PB1 HTS
CCc1ccc(N2C(=O)NC(=O)/C(=C/c3cccn3CCOc3ccc(C(C)CC)cc3)C2=O)cc1 (centres undefined),8,-0.7,-1,-0.6,0,15,-3,102,100
CC(C(=O)Nc1ccc(Cl)cc1Cl)N1CC=C(c2ccccc2)CC1 (centres undefined),0,-1.1,17,-0.4,-3,·,-5,116,105
O=C(c1cc(F)ccc1F)C1CCCN(Cc2ccc3nonc3c2)C1 (centres undefined),3,-2.0,28,-2.1,-5,14,-8,103,113
Cc1ccc(CN2C3CCCC2CC(NC(=O)Nc2cccc(F)c2)C3)cc1 (centres undefined),2,14,39,8.5,-13,5,6,94,122
CN1c2ccc([N+](=O)[O-])cc2CC2(C(=O)NC(=O)N(c3ccccc3)C2=O)C1c1ccccc1 (centres undefined),29,-0.1,11,1.2,-1,34,3,109,94
O=C(O)C1=CC2c3ccccc3C1c1ccccc12,3,0.5,9,1.3,-2,-2,-6,104,106
CN1C(=O)NC(=O)[C@]2(Cc3ccccc3N3CCN(c4ccccc4)CC32)C1=O (some centres undefined),-5,-0.3,65*,-0.7,-3,-9,8,99,95
O=C1/C(=C\c2cc3c(cc2Cl)OCO3)N2CCC1CC2,2,-2.8,-30,-0.9,-3,45*,-9,101,97
COc1ccc(CN2CCN(C(=O)COc3cccc(C)c3)CC2)c(OC)c1,-4,·,-27,·,-1,34,7,91,95
Cc1ccc(CS(=O)(=O)Cc2ccc(C(=O)N3CCC4(CC3)OCCO4)o2)cc1,4,0.2,48,-0.5,-2,34,-2,104,103

# For reference, some entries already given:
SMILES,MEKK2mut PB1 HTS,OXTR ag,PHOSPHO1 block,V1aR counter,GalR3 antag,NALP1 yeast inh,GPR7 antagonist,MEKK3 PB1 HTS,MEKK2wt PB1 HTS
CN1c2ccc([N+](=O)[O-])cc2CC2(C(=O)NC(=O)N(c3ccccc3)C2=O)C1c1ccccc1 (centres undefined),29,-0.1,11,1.2,-1,34,3,109,94
O=C(O)C1=CC2c3ccccc3C1c1ccccc12,3,0.5,9,1.3,-2,-2,-6,104,106
CN1C(=O)NC(=O)[C@]2(Cc3ccccc3N3CCN(c4ccccc4)CC32)C1=O (some centres undefined),-5,-0.3,65*,-0.7,-3,-9,8,99,95
O=C1/C(=C\c2cc3c(cc2Cl)OCO3)N2CCC1CC2,2,-2.8,-30,-0.9,-3,45*,-9,101,97
COc1ccc(CN2CCN(C(=O)COc3cccc(C)c3)CC2)c(OC)c1,-4,·,-27,·,-1,34,7,91,95
Cc1ccc(CS(=O)(=O)Cc2ccc(C(=O)N3CCC4(CC3)OCCO4)o2)cc1,4,0.2,48,-0.5,-2,34,-2,104,103

# Continued.
SMILES,MEKK2mut PB1 HTS,OXTR ag,PHOSPHO1 block,V1aR counter,GalR3 antag,NALP1 yeast inh,GPR7 antagonist,MEKK3 PB1 HTS,MEKK2wt PB1 HTS
CCn1c(O)c(/C=N/NC(=O)c2ccccc2)c(=O)[nH]c1=S,-2,-0.7,24,0.7,0,·,-9,98,93
O=c1oc2ccccc2c(O)c1C(c1ccccn1)c1c(O)c2ccccc2oc1=O,-3,0.3,29,-0.1,-2,6,14,102,96
CC[C@@]1(O)C(=O)OCc2c1cc1n(c2=O)Cc2cc3ccccc3nc2-1,-18,-1.4,42,-0.6,·,·,-9,91,99
Cc1ccc(Cn2nnnc2CN2CCC(n3nnc4cc(C(F)(F)F)ccc43)CC2)cc1,0,0.6,11,2.8,-8,20,-11,100,103
O=C(Cc1ccccc1)N1CCN(CC2CC=CCC2)CC1 (centres undefined),·,0.9,-54,0.8,0,-8,-5,·,·
CCOc1cc(CNCCc2ccccc2F)ccc1OC,1,1.8,27,1.8,-11,20,-6,100,105
COc1ccc(OCC#CCN2CCC(C)CC2)cc1,0,0.0,13,1.1,-7,-12,12,100,101
CCCNC(=O)N1C2CCC1CC(O)(c1cccnc1)C2 (centres undefined),4,0.3,20,1.2,0,19,-10,104,106
COc1ccc(C(=O)C(Cc2ccccc2)N(C)C)cc1 (centres undefined),-1,-1.9,7,-1.2,-8,40,-6,99,101
NP(=O)(OCCCc1ccccc1)c1ccccc1 (centres undefined),-12,0.5,-7,0.5,-5,9,-8,92,86
COc1cc(/C=C2\C(=O)NC(=O)N(c3ccccc3)C2=O)c([N+](=O)[O-])cc1OC,-12,·,46,·,-3,10,-7,90,77
c1ccc2sc(C3CCNCC3)nc2c1,2,·,·,·,-11,-2,-5,97,105
CC(Cc1ccccc1)NCC(=O)Nc1cc(N(C)C)nc2ccccc12 (centres undefined),1,-0.4,25,0.6,-5,·,-4,90,107
c1ccc2sc(C3CCCNC3)nc2c1 (centres undefined),3,0.1,46,1.9,-6,44,2,102,104
CC(=O)c1c(C)n(Cc2ccccc2)c2ccc(O)cc12,0,9.0,-4,7.3,10,1,-5,98,99
COCCCNC(=O)c1c(NC(=O)c2ccccc2)n(Cc2ccccc2)c2nc3ccccc3nc12,-29,0.6,·,-0.1,-5,·,2,60,52
O=C(Nc1cccc(OC(=O)N2CCCCC2)c1)N1CCCCC1,3,1.3,-31,4.2,-4,-15,-14,103,105
CC(C)=CCOc1c2occc2cc2ccc(=O)oc12,4,-2.1,-1,-1.8,4,39,-11,110,105
COc1cc(CN2CCCC(C(=O)c3sccc3C)C2)cc(OC)c1O (centres undefined),-3,0.7,41,4.6,-7,6,-8,104,96
CCN(CC)c1ccc(N=Cc2c(O)n(CCc3ccc(OC)c(OC)c3)c(=O)[nH]c2=O)cc1,19,0.9,2,-0.1,-5,11,-2,104,117
COC(=O)C1=C(c2cc3ccccc3o2)C[C@@H]2CC[C@H]1N2C(=O)NCc1ccccc1,3,-2.1,·,-1.2,-5,·,·,107,103
CCN(CC)CCCN=C(C)c1c(O)n(-c2ccccc2)c(=O)[nH]c1=O,0,0.4,-4,-0.8,-1,-5,-5,100,102
CN(C)c1nc(N(C)C)nc(N(C#N)CCCl)n1,1,0.2,43,0.0,-6,9,-11,99,96
COC(=O)C1=C(c2cc3ccccc3o2)C[C@@H]2CC[C@H]1N2C(=O)NCCCOC(C)C,2,-0.3,·,-0.6,-5,·,·,102,96
Cn1cccc1/C=C1\C(=O)NC(=O)N(CCC2=CCCCC2)C1=O,20,·,8,·,-4,32,3,103,116
CC1=NN(c2ccccc2)C(=O)C1/C=C1/C(=O)NC(=O)N(c2cccc(C)c2)C1=O (centres undefined),11,·,55,·,·,-14,9,100,104
CN1CCN(c2ncnc3ccc(Br)cc23)CC1,2,0.8,4,1.0,-2,-23,-8,102,104
CCC(=NC1CCN(Cc2ccccc2)CC1)c1c(O)[nH]c(=O)[nH]c1=O,-3,0.1,-3,0.2,-1,10,-11,100,105
C[C@H]1CCC[C@H](O)CCCCCc2cc(O)cc(O)c2C(=O)O1,3,2.6,-12,2.6,-4,4,-9,86,110
O=c1c2ccccc2nc(/C=C/c2ccc(O)cc2)n1-c1cccc(O)c1,-5,2.4,20,1.3,-5,-10,11,97,90
Cc1cccc(-n2c(O)c(C=NCCN3CCNCC3)c(=O)[nH]c2=S)c1,5,1.7,-3,0.6,-9,10,-9,101,103
COc1cc(CC2(CCc3ccncc3)C(=O)NC(=O)NC2=O)cc(OC)c1OC,-11,-0.1,32,0.8,0,-3,2,96,89
COC(=O)CCCC(NC(=S)N1CC2C[C@@H](C1)Cn1c2cccc1=O)C(=O)OC (some centres undefined),6,0.3,26,-0.7,-10,4,0,109,107
COCCCNC(=O)c1c(NC(=O)c2ccco2)n(Cc2ccccc2)c2nc3ccccc3nc12,-7,1.9,23,-0.3,0,6,4,101,83
CN1C(=O)COc2c(C(=O)NC3CN4CCC3CC4)cc(Cl)cc21 (centres undefined),3&-2,0.5,36,0.6,·,1,-6,100&93,102&91
COc1cccc(C(=O)N2C[C@H]3C[C@@H](C2)c2cccc(=O)n2C3)c1,1,0.8,13,-0.5,2,8,-9,98,102
CNc1cc(N2CCNCC2)ccc1[N+](=O)[O-],-12,0.8,51,0.9,-6,30,-13,87,92
CCCCCCOc1ccc(CN2CCN(CCO)CC2)cc1,14,5.0,14,2.7,-4,15,15,106,120
c1ccc(CNCCc2c[nH]c3ccccc23)cc1,11,0.7,·,2.2,-15,10,18,106,119
COc1ccccc1N1CCN(Cc2ccccc2Cl)CC1,4,-2.6,-5,0.8,0,2,-4,103,100
CSc1nnc([C@@H](N)Cc2ccccc2)o1,-4,0.5,11,-0.6,-4,17,6,104,101
CC(=O)c1c(O)n(C2CCCCCC2)c(=O)[nH]c1=O,4,0.7,11,0.6,-3,16,-1,102,107
COc1ccc(C(O)P(=O)(OC(C)C)OC(C)C)cc1 (centres undefined),3,0.4,24,0.3,-1,-3,-5,98,97
CN1CCN(c2nc(N)c(Br)c(Cl)n2)CC1,6,2.5,43,-1.0,-9,10,-15,97,96
O=c1[nH]c(O)c(N=Nc2cc([N+](=O)[O-])ccc2O)c(=O)[nH]1,-6,2.8,9,3.1,3,-15,1,96,93
C[C@H](O)[C@H]1CC[C@H]2[C@@H]3CCC4=CC(=O)CC[C@]4(C)[C@H]3CC[C@]12C,3,0.5,4,4.0,·,32,7,85,99
CCOP(=O)(Cc1ccc(C#N)o1)OCC,-4,-0.2,-3,0.2,-4,10,0,100,100
O=C(Cc1ccccc1)Oc1ccc([N+](=O)[O-])cc1,17,2.9,24,1.5,-6,-9,-14,109,112
CCC(=NCc1cccnc1)c1c(O)n(Cc2ccccc2)c(=O)[nH]c1=O,-1,0.5,-12,1.6,-4,4,-8,98,101
Cc1ccccc1N1C(=O)/C(=C/c2ccco2)C(=O)NC1=S,-17,1.7,-56,4.0,·,-8,1,82*[inhibitor],80
# Going on with the list.
SMILES,MEKK2mut PB1 HTS,OXTR ag,PHOSPHO1 block,V1aR counter,GalR3 antag,NALP1 yeast inh,GPR7 antagonist,MEKK3 PB1 HTS,MEKK2wt PB1 HTS
COc1ccccc1N1C(=O)NC(=O)/C(=C/c2ccc3c4c(cccc24)CC3)C1=O,13,-1.4,-7,0.0,4,14,-9,111,102
Nc1cncc(C(=O)O)c1,-6&0,1.4&1.4,6&28,-0.2&1.7,-2&0,-5&-1,5&-13,97&101,90&102
Cc1cc(OC(C)C(=O)NCC2CCC(C(=O)O)CC2)c2c3c(c(=O)oc2c1)CCC3 (centres undefined),0,0.0,34,0.6,-5,13,-5,100,96
COc1cc(CN2CCN(C(=O)Cc3ccccc3)CC2)cc(OC)c1OC,13,0.1,44,1.0,-9,-11,-14,111,113
CC1C2Cn3c(nc4ccccc43)C1N(C)O2 (centres undefined),5,0.4,9,1.1,-2,·,·,89,86
CN1CC(C(=O)c2ccc(Cl)cc2)C(c2ccccc2)C1 (centres undefined),4,1.1,27,1.3,-13,14,0,99,106
CC1CCC(C(C)C)C(OC(=O)COC(=O)c2ccccc2N)C1 (centres undefined),0,-1.9,14,2.2,-2,19,6,100,106
O=c1[nH]c(=O)n(-c2cccc3ccccc23)c(O)c1C=NCc1ccc2c(c1)OCO2,0,0.2,-3,-0.1,10,25,9,103,96
CN(C)CCn1cnc2ccccc21,1,0.8,20,0.6,-1,29,-16,99,100
COc1ccc(-c2nc3ccc(C(=O)N4CCC5(CC4)OCCO5)cc3nc2-c2ccc(OC)cc2)cc1,-9,-1.2,36,0.6,-2,30,13,98,85
C=CC1CN2CCC1CC2[C@@H](OC(=O)c1ccc(OC)cc1)c1ccnc2ccccc12 (some centres undefined),-1,0.9,-2,0.7,2,23,2,116,111
COc1ccc(NP(=O)(Oc2cccc(C)c2)Oc2cccc(C)c2)cc1OC,15,-1.3,6,-2.4,1,21,4,104,94
CN1CCN(Cc2ccc(OC(F)(F)F)cc2)CC1,6,2.2,20,2.1,5,22,-8,101,101
COc1ccc(OCCOc2cccc(C=C3C(=O)NC(=O)NC3=O)c2)cc1,3,-1.2,25,0.8,·,13,2,103,97

# This is a subset; rates above refer to the full screens.
